Screening data deposited in PubChem by several laboratories.
MC4R antag cAMP – blocks human MC4R cAMP signaling. P32245. MC4R-expressing cells, MTII-stimulated cAMP, LANCE TR-FRET. inhibition, % at 6.5 µM. 360,000 compounds, 0.48% hits;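 active means inhibition above its plate's cutoff, the mean of tested wells on that plate plus 3 SD, cut at about 29% in these data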;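 further: 0% = Melanotan II alone and 100% = Melanotan II plus saturating MCL0020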
Target sequence (P32245 whole entry, looked up): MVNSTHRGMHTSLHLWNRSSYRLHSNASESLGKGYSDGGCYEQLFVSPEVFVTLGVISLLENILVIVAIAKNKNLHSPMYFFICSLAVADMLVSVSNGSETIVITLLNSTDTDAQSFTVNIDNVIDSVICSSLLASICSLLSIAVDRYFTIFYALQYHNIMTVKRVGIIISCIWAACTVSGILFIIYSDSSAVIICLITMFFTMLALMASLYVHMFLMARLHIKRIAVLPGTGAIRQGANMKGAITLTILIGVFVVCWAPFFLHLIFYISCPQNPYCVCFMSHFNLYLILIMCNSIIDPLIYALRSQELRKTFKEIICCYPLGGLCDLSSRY
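Material: human MC4R-expressing U2OS cells. Probe or stimulus: Melanotan II challenge. Dosing: 6.5 µM single dose. Times: 30-min compound, 1-h challenge, 1-h detection, room temperature. Technique: TR-FRET with Eu-cAMP and labeled anti-cAMP, 671 nm. Replication: singlicate.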
CaV13 ICDI inh – Disruptors of the CACNA1D IQ motif to Ca2+-dependent inactivation inhibitor domain association, primary screening, Förster resonance energy transfer in intact living …; HEK cells, CFP/YFP FRET ICDI-IQ, plate reader, 10 min; percent FRET-ratio fall versus neutral wells; inhibition, % at 12.3 µM; 340,000 compounds, 0.098% hits; AID 743397;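 active means mean replicate inhibition of at least 30% and at least 1% of replicates passing that level; inconclusive means only one of the two criteria is met; inactive means neither criterion is met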;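 further: 0% = median of the neutral control wells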
aDG glyco act – alpha-DG glycosylation activation; Pro5-aDG cells, alpha-DG glycosylation AlphaScreen (IIH6); 0% Pro5, 100% B10-LARGE cell signal; activation, % at 10 µM; 360,000 compounds, 0.22% hits; AID 624168;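 active means activation of at least 8% versus controls, or a plate z-score of at least 8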;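 further: Pro5 are CHO cells carrying HIG-tagged alpha-DG that lacks glycosylation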
H9c2 protect – myocardial damage modulation in H9c2 cells | H9c2 cardiomyocytes, H2O2 injury protection, ATPLite, 2 h | protection from H2O2 cell death, % at 20 µM | 360,000 compounds, 0.63% hits;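 active means compounds giving at least 50% protection of heart cells from peroxide-induced death in the single-dose screen, raw or plate-pattern-corrected value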;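 further: 0% = DMSO wells with peroxide and 100% = DMSO wells without peroxide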
N-glyco inh – N-linked glycosylation inhibition. D54 ERlucT glycosylation luciferase reporter, 24 h; percent of 100 nM tunicamycin response. 360,000 compounds, 0.23% hits. reporter increase, % at 12.5 µM;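 active means mean luciferase reporter signal, scaled so untreated is 0 and the glycosylation-blocking control 100, at or above a set limit in every replicate; inconclusive means mean reaches the limit but not every replicate does; inactive means mean below the limit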;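 further: luciferase carries N-glycosylation sites so blocking glycosylation raises the light; 0% = median of neutral control wells and 100% = median of 100 nM tunicamycin wells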
MC4R ag barr – human MC4R agonism via beta-arrestin | P32245 | U2OS MC4R beta-arrestin complementation, luminescence; percent of melanotan II response, DMSO zero | activation, % at 8.9 µM | 360,000 compounds, 0.98% hits;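 active means activation above a per-plate cutoff, the mean activation of sample wells on that plate plus 3 SD, cut at about 8% in these data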
ABCB6 inh MLPCN – blocks the human ABCB6 transporter; Q9NP58; K562-ABCB6 porphyrin accumulation, flow cytometry, 1 h; hits give low values; fluorescence ratio to DMSO, % at 10 µM; 360,000 compounds, 0.19% hits; AID 602162;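 active means fluorescence ratio to DMSO below 75%, the collection mean minus 3 SD; inconclusive means too few cells collected in the well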;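 further: signal is porphyrin accumulated inside mitochondria; 100% equals median channel fluorescence of DMSO control wells; lower ratio means ABCB6 inhibition with less porphyrin fluorescence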
PDI inh – inhibitors of human protein disulfide isomerase | P07237 | PDI insulin aggregation turbidity, A650, 90 min | inhibition, % at 10 µM | 350,000 compounds, 0.052% hits;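 active means mean inhibition across replicates of 30% or more, whatever share of single replicates reach that level; inconclusive means mean inhibition below 30% while every single replicate reaches 30%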;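 further: absorbance from insulin aggregation driven by PDI reduction with DTT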
HTR2A ag – agonists of mouse serotonin 5-HT2A receptor (HTR2A) | P35363 | CHO-K1 mHTR2A beta-arrestin complementation, luminescence; percent of 30 µM serotonin response | activation, % at 7.6 µM | 360,000 compounds, 0.66% hits | AID 624169;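 active means activation above a run cutoff, the mean activation of all tested compounds plus 3 SD, cut at about 14% in these data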;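 further: 0% = plate median of compound wells and 100% = 30 µM serotonin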
Target sequence (P35363 whole entry, looked up): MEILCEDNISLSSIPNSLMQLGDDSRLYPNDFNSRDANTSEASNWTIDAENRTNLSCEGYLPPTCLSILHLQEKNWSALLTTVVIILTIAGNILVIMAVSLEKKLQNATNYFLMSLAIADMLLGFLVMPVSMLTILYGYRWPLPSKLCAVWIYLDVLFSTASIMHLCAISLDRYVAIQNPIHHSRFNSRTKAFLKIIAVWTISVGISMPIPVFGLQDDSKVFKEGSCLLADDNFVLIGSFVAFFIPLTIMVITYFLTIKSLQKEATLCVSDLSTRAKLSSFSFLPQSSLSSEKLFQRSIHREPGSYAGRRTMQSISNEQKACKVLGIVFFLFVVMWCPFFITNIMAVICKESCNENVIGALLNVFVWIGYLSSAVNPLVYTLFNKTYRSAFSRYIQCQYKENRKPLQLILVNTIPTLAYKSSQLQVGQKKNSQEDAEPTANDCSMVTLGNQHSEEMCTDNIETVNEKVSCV
Vif inh – blocks HIV Vif function. 340,000 compounds, 0.35% hits. HEK293T cells, Vif self-association by quenched fluorescence, imaging, 24 h. inhibition, % at 7.49 µM; in the data active means inhibition above about 50%, passing the limit was not always enough; inconclusive means no clear call, values can overlap the other calls; inactive means below about 31%; further: some results filed as inactive read as strong as hits
* hit, by the source's call; ? = inconclusive; nt = no result given. Rows are unselected; about 3.6% have a hit in one of these screens.

SMILES	MC4R antag cAMP	CaV13 ICDI inh	aDG glyco act	H9c2 protect	N-glyco inh	MC4R ag barr	ABCB6 inh MLPCN	PDI inh	HTR2A ag	Vif inh
COc1cccc(/C=N/Nc2nnc(C)n2N)c1OCc1ccccc1Cl	-2	-4	-0.1	-3	10	-2.2	101	4	1	-3
Cc1c(CC(=O)NCCCCCC(=O)O)c(=O)oc2cc3c(cc12)CCC(C)(C)O3	8	-18	-0.2	-6	-1	0.5	99	0	8	40
CCn1c(SCC(=O)Nc2ccc(Cl)cc2)nnc1C1CC1	5	-12	0.1	0	-3	-0.3	98	nt	-1	-1
CC(=O)Nc1ccc(S(=O)(=O)N(C)C2CCN(C)CC2)cc1	3	-6	0.3	-1	0	-0.4	97	-5	-3	5
CC(=O)c1cnc2nc(C(F)(F)F)nn2c1C	3	-5	0.0	4	1	-1.2	100	1	0	2
c1ccc(SCc2nc3ccccc3s2)nc1	-3	-20	0.0	-5	-10	-1.5	104	8	2	-6
Cc1ccc(-c2nn(-c3ccccc3)cc2C=C2SC(=S)N(CCS(=O)(=O)O)C2=O)cc1	-7	-5	-0.2	3	1	1.5	97	-3	3	16
Cc1ccc(S(=O)(=O)N2CCOCC2)cc1C(=O)N1CCCCCC1	9	-3	-0.2	4	0	-3.6	101	3	6	8
O=c1[nH]c2ccccc2n1C1CCCCC1	7	-4	0.0	1	2	-3.0	101	-3	-1	nt
C=CCOc1ccc(/C=C/C(=O)OCC(=O)Nc2c(C)n(C)n(-c3ccccc3)c2=O)cc1	1	nt	0.1	-2	-1	-0.6	97	2	11	-7
CC(C)c1nc(SCC(=O)N2CCc3ccccc32)n[nH]1	6	-5	-0.1	1	4	-2.2	89	-1	0	?
COc1cccc(OC)c1OCCCCN1CCC(Cc2ccccc2)CC1	4	-1	0.2	0	-2	-2.6	95	13	-3	6
CC1CCCCC1NC(=O)COC(=O)CN1C(=O)c2ccccc2C1=O (stereo not drawn)	-3	-2	-0.1	-2	6	0.3	97	-7	-7	-3
Cc1nc(-c2ccccc2)sc1C(=O)NN	9	-4	0.2	-3	0	4.2	101	-2	2	9
COc1ccc(NC(=O)CSc2nnc(-c3ccccc3)n2Cc2ccco2)c(OC)c1	5	0	0.2	2	-2	-0.4	94	1	4	-11
O=C(Nc1ccc(N2CCN(C(=O)c3ccccc3)CC2)cc1)c1cc([N+](=O)[O-])ccc1N1CCOCC1	2	-7	-0.4	2	-6	-3.7	91	-6	-3	-10
Cc1cc(NC(=O)COc2ccc3c(C)c(C)c(=O)oc3c2)no1	5	-6	-0.2	-11	3	-0.2	99	-9	2	-2
COc1ccc(/C=N/NC(=O)C2c3ccccc3Oc3ccccc32)c(OC)c1	8	-5	-0.1	-11	1	0.0	107	-9	4	-3
COc1ccc(C2/C(=C(\O)c3cccc(OC)c3)C(=O)C(=O)N2c2ccccn2)cc1 (stereo not drawn)	16	-4	0.1	6	1	-0.4	104	-2	-3	3
NS(=O)(=O)c1ccc(S(=O)(=O)N(Cc2ccccc2F)CC2CCCO2)cc1 (stereo not drawn)	1	nt	0.0	1	-3	-1.7	96	2	0	3
Cc1ccc(S(=O)(=O)NC2CC(=O)N(c3ccc4c(c3)OCCO4)C2)cc1 (stereo not drawn)	-1	-2	0.3	-1	1	-3.2	97	-2	7	nt
COC(=O)c1cc(COc2ccc3oc(C)c(C(=O)OC)c3c2)c(C)o1	0	-9	0.0	-8	-1	0.1	95	10	3	-2
O=C(c1ccc(Cl)cc1)C1CCN(C(=O)C2CC2)CC1	8	nt	-0.5	-4	0	-1.1	88	-1	1	-3
CCNS(=O)(=O)c1ccc(NC(=O)c2cncc(Br)c2)cc1	7	-3	-0.1	-4	-2	-0.6	97	1	0	-2

Single records (already shown). Values in the order: MC4R antag cAMP, CaV13 ICDI inh, aDG glyco act, H9c2 protect, N-glyco inh, MC4R ag barr, ABCB6 inh MLPCN, PDI inh, HTR2A ag, Vif inh
O=C(c1ccc(Cl)cc1)C1CCN(C(=O)C2CC2)CC1 is listed as 8, nt, -0.5, -4, 0, -1.1, 88, -1, 1, -3
CCn1c(SCC(=O)Nc2ccc(Cl)cc2)nnc1C1CC1 is listed as 5, -12, 0.1, 0, -3, -0.3, 98, nt, -1, -1
COc1ccc(/C=N/NC(=O)C2c3ccccc3Oc3ccccc32)c(OC)c1 is listed as 8, -5, -0.1, -11, 1, 0.0, 107, -9, 4, -3
Cc1ccc(-c2nn(-c3ccccc3)cc2C=C2SC(=S)N(CCS(=O)(=O)O)C2=O)cc1 is listed as -7, -5, -0.2, 3, 1, 1.5, 97, -3, 3, 16
c1ccc(SCc2nc3ccccc3s2)nc1 is listed as -3, -20, 0.0, -5, -10, -1.5, 104, 8, 2, -6

Other results:
SMILES	MC4R antag cAMP	CaV13 ICDI inh	aDG glyco act	H9c2 protect	N-glyco inh	MC4R ag barr	ABCB6 inh MLPCN	PDI inh	HTR2A ag	Vif inh
Cc1ccc(OCC(=O)NCCS(=O)(=O)N2CCN(c3ccccc3)CC2)cc1	12	-4	0.0	-5	1	0.7	99	2	-2	-8
O=c1nc(-c2ccccc2)n(-c2ccccc2)[nH]1	3	-5	0.0	1	2	-0.3	96	2	-1	11
Nc1c(-c2ccccc2)cnc2ncnn12	5	-4	-0.4	-1	2	-0.6	102	-7	-5	12
CCCCCc1c2c(cc(O)c1C(=O)O)OC(=O)c1cc(C(=O)CCCC)c(OC)cc1O2	19	nt	-0.1	-1	0	7.0	100	nt	5	8
O=C(CN1C(=O)NC2(CCCc3ccccc32)C1=O)c1ccc(F)c(F)c1 (stereo not drawn)	1	-6	0.5	4	-2	0.4	96	-5	0	8
Cc1cc(NC(=O)c2ccc3sc([C@@H]4O[C@H](CO)[C@H](O)[C@H](O)[C@H]4O)nc3c2)n(C)n1	-1	-3	-0.2	9	1	-1.3	100	2	1	-7
COc1ccccc1NC(=S)N1CCC(c2nc3ccccc3o2)CC1	0	-4	-0.2	-6	2	0.4	96	-5	2	-24
O=C(CN1CCN(c2ncc(C(F)(F)F)cc2Cl)CC1)N1CCN(c2ncc(C(F)(F)F)cc2Cl)CC1	2	-4	2.2	-15	3	0.9	96	0	1	-10
Nc1ccc2oc3ccc(N)cc3c(=O)c2c1	-9	nt	-0.1	8	-5	-1.8	96	17	4	17
Cc1cc2oc(=O)cc(CNc3ccccc3F)c2cc1O	-4	-4	0.2	-4	2	-0.8	85	0	-1	-12
O=C(CCN1CCCO1)N1CCCC(N2CCN(c3ccccc3F)CC2)C1 (stereo not drawn)	12	-3	-0.1	1	-1	2.7	98	-1	-8	-8
Cc1ccc(S(=O)(=O)N2C[C@H]3C(=O)C[C@@H](c4ccccc4)N(S(=O)(=O)c4ccc(C)cc4)[C@H]3C[C@H]2c2cccc(Cl)c2)cc1	13	-6	-0.4	-4	-10	0.9	103	-2	13	nt

Filtered by structure: those above containing a Cl atom
SMILES	MC4R antag cAMP	CaV13 ICDI inh	aDG glyco act	H9c2 protect	N-glyco inh	MC4R ag barr	ABCB6 inh MLPCN	PDI inh	HTR2A ag	Vif inh
COc1cccc(/C=N/Nc2nnc(C)n2N)c1OCc1ccccc1Cl	-2	-4	-0.1	-3	10	-2.2	101	4	1	-3
CCn1c(SCC(=O)Nc2ccc(Cl)cc2)nnc1C1CC1	5	-12	0.1	0	-3	-0.3	98	nt	-1	-1
O=C(c1ccc(Cl)cc1)C1CCN(C(=O)C2CC2)CC1	8	nt	-0.5	-4	0	-1.1	88	-1	1	-3
O=C(CN1CCN(c2ncc(C(F)(F)F)cc2Cl)CC1)N1CCN(c2ncc(C(F)(F)F)cc2Cl)CC1	2	-4	2.2	-15	3	0.9	96	0	1	-10
Cc1ccc(S(=O)(=O)N2C[C@H]3C(=O)C[C@@H](c4ccccc4)N(S(=O)(=O)c4ccc(C)cc4)[C@H]3C[C@H]2c2cccc(Cl)c2)cc1	13	-6	-0.4	-4	-10	0.9	103	-2	13	nt

Next part
SMILES	MC4R antag cAMP	CaV13 ICDI inh	aDG glyco act	H9c2 protect	N-glyco inh	MC4R ag barr	ABCB6 inh MLPCN	PDI inh	HTR2A ag	Vif inh
CC(C)c1nnc(NC(=O)c2cc3ccccc3o2)s1	0	-4	-0.2	-6	-5	-1.1	83	8	-5	-8
CN(Cc1nc(Cc2cccc(C(F)(F)F)c2)no1)C1CC(C)(C)NC(C)(C)C1	-1	-5	0.0	-2	1	-0.8	96	-2	-2	15
Cc1ccccc1S(=O)(=O)NC(=O)C1(C)CCN1C(=O)CC1CCCC1 (stereo not drawn)	-1	-6	0.1	10	1	-1.2	92	0	3	20
Cc1cc(C)c(NS(=O)(=O)c2ccc(Cl)c(C(=O)O)c2)c(C)c1	2	-7	-0.1	3	0	-0.5	85	-6	3	1
O=C(NCc1ccccc1)C1Cc2ccccc2CN1C(=O)c1ccco1 (stereo not drawn)	7	-3	-0.2	4	-2	-0.7	94	-4	-4	10
CC(C)C(CCNC1CCN(C)CC1)c1ccc(Cl)cc1 (stereo not drawn)	5	-2	0.3	-6	-6	-1.9	97	20	-2	-7
Cc1nc(-c2ccccc2)sc1C(=O)Nc1ccccc1F	5	-19	-0.1	-2	3	0.0	99	-19	0	-9
CC(=O)Nc1ccc(OC(=O)c2ccc(Cl)cc2)cc1	3	-3	-0.1	-1	-1	0.4	103	7	6	5
CCn1ccnc1CN1CCN(CC(C)C)C(CCO)C1 (stereo not drawn)	15	-10	-0.1	7	2	-0.8	95	0	-1	1
CC(=O)c1cccc(N(C(=O)Cn2nnc3ccccc32)C(C(=O)NC2CCCCC2)c2cn(C)nc2C)c1 (stereo not drawn)	5	-9	-0.1	0	2	-1.1	103	-3	8	2
O=C(C1CCCCC1)N1CCCn2c1nc1ccccc12	7	-5	0.1	3	-2	-1.3	93	16	-6	nt
CCn1c(=O)c(C(=O)CC#N)c(N)n(Cc2ccccc2)c1=O	12	-2	-0.1	11	1	-0.9	99	-1	4	nt
CC(c1ccccn1)N(CCN(C)C)C(=S)Nc1ccccc1F (stereo not drawn)	14	-6	0.1	0	2	-0.4	103	5	1	-15
O=C(CN1CCc2ccccc21)NCc1ccccc1Cl	3	-3	-0.2	1	-2	-1.1	100	3	-2	-3
